Assay outcomes from PubChem BioAssay.
Vc quorum ag = inducers of Vibrio cholerae quorum light production without autoinducers, primary screen, BH1578 luxS cqsA deficient, single point. V. cholerae BH1578 lux reporter, luminescence, 6 h. activation, % at 18.7 µM. actives 0.16% (n = 350,000). AID 588436, 2011; in the data active means activation mostly above about 9.7%, no sharp cut-off; further: not every result past the cut was called active; inactives centre near 0; reference of the scale not given here
SSB-PriA inh = inhibitors of Klebsiella pneumoniae PriA binding to SSB C-terminal tail, primary screen, biochemical, AlphaScreen. PriA–SSB C-terminal tail interaction (Klebsiella pneumoniae). inhibition, % at 33 µM. actives 0.6% (n = 430,000). AlphaScreen SSBct-PriA binding, biotinylated peptide; in the data active means inhibition mostly above about 37%, no sharp cut-off; inactive means mostly below about 20%;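 further: plate controls were negative control peptide for no effect and reference peptide for full effect; strong numbers were not always called active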
FBA Mtb inh = Mtb FBA enzyme inhibitors, primary screen, biochemical, fluorescence, strain H37Rv; actives 2.3% (n = 360,000); inhibition, % at 1 µM; purified M. tuberculosis FBA, fluorescence read-out; Fructose-bisphosphate aldolase (Mycobacterium tuberculosis (strain ATCC 25618 / H37Rv)), …; in the data active means inhibition above about 27%;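 further: 0% = vehicle and 100% = reference inhibitor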
Target sequence (P9WQA3 whole entry, looked up): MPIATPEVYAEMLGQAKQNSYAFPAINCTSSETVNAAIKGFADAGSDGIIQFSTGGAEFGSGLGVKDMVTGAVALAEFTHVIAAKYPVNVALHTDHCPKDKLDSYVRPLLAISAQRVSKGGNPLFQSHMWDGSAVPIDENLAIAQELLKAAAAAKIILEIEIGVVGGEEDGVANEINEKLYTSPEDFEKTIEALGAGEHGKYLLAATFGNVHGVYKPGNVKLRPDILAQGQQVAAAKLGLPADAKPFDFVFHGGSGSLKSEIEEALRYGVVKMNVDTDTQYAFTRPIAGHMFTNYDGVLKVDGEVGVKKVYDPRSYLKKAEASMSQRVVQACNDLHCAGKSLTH
Rv3671c protease = Rv3671c serine protease inhibitors, primary screen, biochemical, fluorescence polarization, M. tuberculosis H37Rv; P9WHR9; inhibition, % at 5.96 µM; actives 0.048% (n = 320,000); in the data active means inhibition above about 38%;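 further: extracellular domain of Rv3671c used as enzyme; 0% = enzyme with DMSO and 100% = no enzyme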
Target sequence (P9WHR9 whole entry, looked up, the tested form may be a part): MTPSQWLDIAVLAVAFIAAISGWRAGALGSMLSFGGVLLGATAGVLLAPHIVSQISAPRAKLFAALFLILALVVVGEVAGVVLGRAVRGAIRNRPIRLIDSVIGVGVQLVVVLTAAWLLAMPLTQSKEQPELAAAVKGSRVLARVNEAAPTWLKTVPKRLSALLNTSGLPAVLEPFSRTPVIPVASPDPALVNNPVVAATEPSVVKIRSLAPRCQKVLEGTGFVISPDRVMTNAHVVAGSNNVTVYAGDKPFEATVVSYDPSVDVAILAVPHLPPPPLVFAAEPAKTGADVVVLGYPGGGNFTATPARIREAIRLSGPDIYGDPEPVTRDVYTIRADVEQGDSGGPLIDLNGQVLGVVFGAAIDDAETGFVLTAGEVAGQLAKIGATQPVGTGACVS
UGM FP inh = M. tuberculosis UGM enzyme inhibitors, primary screen, biochemical, fluorescence polarization, single point; purified UGM, fluorescence polarization probe displacement; inhibition, % at 10 µM; actives 0.06% (n = 320,000); in the data active means inhibition above about 10%, passing the limit was not always enough
VHR inh abs = VHR1 phosphatase inhibitors, primary screen, biochemical, absorbance, uHTS | Dual specificity protein phosphatase 3 (Homo sapiens), P51452 | recombinant VHR phosphatase, pNPP absorbance | inhibition, % at 13.3 µM | actives 0.52% (n = 290,000); in the data active means inhibition above about 50%; further: some compounds called inactive have numbers as strong as hits
Target sequence (P51452 whole entry, looked up): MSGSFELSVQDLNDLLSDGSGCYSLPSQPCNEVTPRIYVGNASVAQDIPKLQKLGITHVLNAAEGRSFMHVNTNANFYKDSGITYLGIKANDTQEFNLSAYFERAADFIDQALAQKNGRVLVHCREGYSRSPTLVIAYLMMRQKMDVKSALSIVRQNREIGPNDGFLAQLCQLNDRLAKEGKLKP
3CLpro inhibitor = SARS-CoV 3CLpro protease inhibitors, primary screen, biochemical, quenched FRET; Replicase polyprotein 1ab (Severe acute respiratory syndrome coronavirus), P0C6X7; actives 0.14% (n = 290,000); inhibition, % at 6 µM; recombinant SARS-CoV 3CLpro, quenched FRET peptide cleavage; in the data active means inhibition above about 12%
BioA inh = M. tuberculosis BioA enzyme inhibitors, primary screen, biochemical, plate reader, single point, HTS; purified M. tuberculosis BioA enzyme; inhibition, % at 9.99 µM; AID 602481, 2012; actives 0.096% (n = 360,000); 7,8-diaminopelargonic acid synthase BioA (Mycobacterium tuberculosis); in the data active means inhibition above about 40%
MazF activator = activators of E. coli MazEF toxin-antitoxin RNase, primary screen, biochemical, fluorescence, uHTS; Endoribonuclease toxin MazF (Escherichia coli (strain K12)), P0AE70; FAM/BHQ RNA-DNA oligo cleavage fluorescence, 5 h; activation, % at 20 µM; actives 0.32% (n = 350,000); AID 504720, 2011; in the data active means activation above about 50%
Target sequence (P0AE70 whole entry, looked up): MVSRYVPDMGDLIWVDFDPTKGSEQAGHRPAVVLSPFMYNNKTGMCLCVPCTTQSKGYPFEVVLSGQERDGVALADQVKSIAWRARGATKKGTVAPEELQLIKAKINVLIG
GDH-TPI counter = GDH-TPI coupling enzyme inhibitors, primary screen, artefact control for M. tuberculosis FBA inhibitor project, biochemical, absorbance, full deck; GDH-TPI coupled enzyme counterscreen, NADH absorbance; actives 1.2% (n = 360,000); inhibition, % at 4.8 µM; in the data active means inhibition above about 30%;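 further: 0% = DMSO wells and 100% = wells lacking the enzyme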
The depositor's hits bear a star; i = inactive; nt = no result given; + = active, no number; & = joins results of further samples. An excerpt; count on the stated rates, not on these rows.

SMILES	Vc quorum ag	SSB-PriA inh	FBA Mtb inh	Rv3671c protease	UGM FP inh	VHR inh abs	3CLpro inhibitor	BioA inh	MazF activator	GDH-TPI counter
CCOC(=O)/C=C1\SCC(=O)N1CC(=O)Nc1ccccc1OC(F)F	i	-10	-3	-2	0.5	21	-1	0.6	6	-10
CCOc1ccc(NC(=S)Nc2ccccc2C2CC2)cc1	0.4	10	1	-1	0.9	39	2	nt	-5	-3
CCOc1cc(/C=C2/N=C(c3ccc4c(c3)OCO4)OC2=O)ccc1OC(C)=O	i	6	-2	5	0.4	nt	nt	-1.0	5	7
c1ccc(CCNCc2cccs2)nc1	-1.1	-11	2	nt	nt	nt	nt	1.2	1	7
O=C(CN1C(=O)C2CCCCC2C1=O)N1CCN(c2ccccc2)CC1 (configuration not stated)	i	-1	1	-2	1.2	31	-6	-1.7	3	3
COc1ccc(C(=O)Nc2ccccc2C(=O)Nc2cccnc2)cc1	-0.1	-9	-1	-11	-1.7	41	0	nt	0	1
C(=N\Nc1ccc(-n2ccnc2)nn1)/c1ccccc1	-0.3	nt	0	1	-0.3	-4	3	5.8	4	26
Nc1cc(=O)nc(SCC(=O)Nc2ccccc2Cl)n1-c1ccccc1	-1.0	-10	0	-10	2.6	16	4	nt	15	-3
Cn1c(C(=O)N2CCCC2)cc2c(=O)n(C)c3ccccc3c21	i	-6	5	nt	nt	0	-2	2.8	-3	14
Cc1cnc(NC(=O)c2cccs2)s1	-0.4	-4	1	-1	1.5	7	0	-2.7	-11	19
COc1cc(C(=O)NNC(=O)c2nn(C)c(=O)c3ccccc23)cc(OC)c1OC	i	-6	-4	1	-0.5	nt	nt	1.0	6	4
Cc1ccc(Br)cc1S(=O)(=O)N1CCN(c2ccccc2)CC1	-0.2	-45	1	-8	-0.1	-1	-1	nt	-4	-12
O=C(NCCc1ccccc1)c1cccnc1N1CCCCCC1	i	-4	-6	-4	0.9	13	4	nt	-5	-9
COc1ccc(Sc2ccc(/C=C3\C(=O)NN(c4ccccc4)C3=O)o2)cc1	-0.3	-4	-7	5	-4.6	1	0	nt	5	16
CCCCNC(=O)CSc1nc2ccc(N3CCOCC3)cc2c(=O)n1CCc1ccccc1	-0.4	-2	2	0	-0.5	19	-1	1.2	0	4
COc1ccc(NC(=S)N(CCN2CCOCC2)Cc2cc3cc4c(cc3[nH]c2=O)OCCO4)cc1	-0.6	-2	9	-3	1.2	30	-1	-0.1	10	12
CCC(CC)COC(=O)C1=C(C)NC(=O)NC1c1ccc(OC)cc1 (configuration not stated)	i	-4	-1	0	2.0	-4	1	-0.4	8	6
C=CCN(C(=O)c1csnn1)C(C(=O)NC1CCCC1)c1ccc(OC)cc1 (configuration not stated)	i	6	0	1	-2.5	24	1	-1.5	10	3
Cc1ccc(C(=O)N/N=C/C2=Cc3ccccc3OC2C)cc1 (configuration not stated)	i	nt	13	-27	0.5	3	3	nt	-2	24
CC1CCC2(CC1)NC(=O)N(CC(=O)Nc1cccc(S(=O)(=O)N(C)c3ccccc3)c1)C2=O (configuration not stated)	-3.0	nt	1	nt	nt	nt	nt	-1.2	2	4

Profiles as entered above. Values in the order: Vc quorum ag	SSB-PriA inh	FBA Mtb inh	Rv3671c protease	UGM FP inh	VHR inh abs	3CLpro inhibitor	BioA inh	MazF activator	GDH-TPI counter
Shown for `Cn1c(C(=O)N2CCCC2)cc2c(=O)n(C)c3ccccc3c21` : i	-6	5	nt	nt	0	-2	2.8	-3	14
Shown for `CC1CCC2(CC1)NC(=O)N(CC(=O)Nc1cccc(S(=O)(=O)N(C)c3ccccc3)c1)C2=O` (configuration not stated) : -3.0	nt	1	nt	nt	nt	nt	-1.2	2	4

Next part.
SMILES	Vc quorum ag	SSB-PriA inh	FBA Mtb inh	Rv3671c protease	UGM FP inh	VHR inh abs	3CLpro inhibitor	BioA inh	MazF activator	GDH-TPI counter
OCC1(CC2CCCCO2)CCN(Cc2cccc(O)c2)CC1 (configuration not stated)	i	1	1	11	-0.3	30	-5	nt	-4	1
COc1ccc(/C(C)=N/NC(=O)C(NC(=O)c2ccccc2)c2n[nH]c(=O)c3ccccc23)c(OC)c1 (configuration not stated)	-4.2	nt	2	9	-2.6	6	1	-2.3	10	1
Cc1ccc(C(=O)N2CCOCC2)cc1S(=O)(=O)N1CCCC1	i	2	-1	6	2.3	2	2	0.9	-4	9
O=C(c1ccc(Cl)c(S(=O)(=O)N2CCCCCC2)c1)N1CCCCC1	i	-5	3	-2	0.9	-6	-4	5.6	-5	5
COC(=O)CCC(=O)N(CCN(C(=O)CCC(=O)OC)c1ccccc1)c1ccccc1	-0.5	-11	3	0	-0.2	20	1	nt	-12	10
N#CCSc1ncccc1-c1nc2ccccc2[nH]1	i	-12	1	-5	2.5	9	1	-6.6	9	6
COc1ccc(C(=O)N(CC(=O)Nc2sc(C)c(C)c2C(N)=O)C2CCCC2)cc1	-1.4	5	-5	3	1.8	32	8	1.6	9	7
CC(C)CN(C(=O)CSc1ccc2c(c1)OCCO2)c1c(N)n(CC(C)C)c(=O)[nH]c1=O	i	-3	6	-6	nt	nt	nt	-3.9	-2	0
O=C1c2ccccc2C(=O)N1CSc1nnnn1-c1ccccc1	-0.3	-9	0	1	-3.5	2	-1	nt	5	-11
Cn1cccc1Cc1nnc(SCC(=O)Nc2ccc3c(c2)OCCO3)n1CCc1ccccc1	-0.4	7	1	7	-0.4	32	-3	-1.7	6	-11

Structures above that contain a Cl atom (two):
SMILES	Vc quorum ag	SSB-PriA inh	FBA Mtb inh	Rv3671c protease	UGM FP inh	VHR inh abs	3CLpro inhibitor	BioA inh	MazF activator	GDH-TPI counter
Nc1cc(=O)nc(SCC(=O)Nc2ccccc2Cl)n1-c1ccccc1	-1.0	-10	0	-10	2.6	16	4	nt	15	-3
O=C(c1ccc(Cl)c(S(=O)(=O)N2CCCCCC2)c1)N1CCCCC1	i	-5	3	-2	0.9	-6	-4	5.6	-5	5

Continued.
SMILES	Vc quorum ag	SSB-PriA inh	FBA Mtb inh	Rv3671c protease	UGM FP inh	VHR inh abs	3CLpro inhibitor	BioA inh	MazF activator	GDH-TPI counter
Cc1[nH]c(=O)[nH]c(=O)c1NC(=O)c1sc2nc3c(C)cccc3cc2c1N	-0.2	-3	15	1	nt	-2	0	nt	1	3
NC(=O)CCCCC(=O)OCCCc1cccs1	-1.4	-3	-1	7	-1.4	-1	-7	-1.1	1	8
CCOc1cc(CNCc2ccncc2)cc(Cl)c1OC	-0.7	2	1	2	-3.2	14	-1	nt	-14	12
Cc1nc2ccc(NC(=O)COc3ccccc3[N+](=O)[O-])cc2s1	i	-3	-2	-3	-2.4	5	4	nt	-7	-1
CC12CCCCC1c1ccccc1C(=NCC(=O)O)N2 (configuration not stated)	-0.7	0	-1	-2	0.1	11	-2	-1.7	-15	5
Cc1ccc(C(=O)OCn2nnc3ccccc3c2=O)cc1[N+](=O)[O-]	i	-9	1	8	-0.9	15	-1	-1.1	8	-1
O=C(CCc1ccccc1)Nc1cc2c(cc1C(=O)O)OCCCO2	i	-11	6	7	0.8	nt	nt	nt	0	-1
O=C(Nc1nnc(CCN2CCCCC2)s1)c1ccc(Br)cc1	-0.1	-4	0	-2	1.0	21	2	nt	11	-6
Cc1ccc(-n2nnnc2-c2cnn(-c3ccc(F)cc3)c2C(F)(F)F)cc1	-0.6	-4	1	-1	-0.9	3	2	-0.5	0	14
Cc1ccc(OC(=S)Nc2ccc(O)cc2)cc1	-0.5	-4	-4	4	0.9	9	-1	nt	8	-8
COc1ccc(NC(=O)C2CCCN(S(=O)(=O)c3cccc4cccnc34)C2)cc1 (configuration not stated)	-0.2	3	6	6	-2.0	36	1	-2.9	1	-10
CC(=O)NCCn1c(SCc2ccccc2F)nc2ccccc2c1=O	-0.3	-1	0	-4	1.0	8	0	3.1	3	8
COc1ccccc1NS(=O)(=O)c1cccc(C(=O)NCC2(N(C)C)CCCCC2)c1	i	-2	1	8	-2.2	nt	nt	-0.3	1	0
CC(C)c1ccccc1NC(=O)COC(=O)c1cc(=O)[nH]c(=O)[nH]1	0.5	-2	0	-7	-1.3	15	-3	nt	-1	1
Cc1ccc2oc(=O)c3cnn(CC(=O)N(CCN(C)C)Cc4ccco4)c3c2c1	-0.2	0	2	1	-3.2	11	-3	-0.2	7	-3
COC(=O)c1cn(NC(=O)/C=C/c2cc(OC)ccc2OC)c(=O)c2ccccc12	-0.5	-28	6	-24	-0.8	-6	-1	0.1	-4	18
C[C@H]1CN([C@@H](C)CO)S(=O)(=O)c2ccc(Br)cc2O[C@@H]1CN(C)S(=O)(=O)c1ccccc1	-0.4	nt	0	nt	nt	nt	nt	0.0&-0.3&1.9	3	-12
O=C1CC(N2CCC(c3nc4ccccc4[nH]3)CC2)C(=O)N1c1cccc(F)c1 (configuration not stated)	-0.7	-12	1	5	2.9	24	7	nt	13	-4
O=C(CSc1nnc(COc2ccc(Cl)cc2)o1)N1CCCC1	0.0	-6	3	11	-2.9	17	0	-1.3	5	7
CCOc1ccc(C(=O)N2CCN(c3ccccc3)CC2)cc1	-0.2	-14	3	2	-1.2	11	-1	nt	8	-1
O=C(CC1C(=O)NCCN1Cc1ccc(F)c(F)c1)NCCCn1ccnc1 (configuration not stated)	-0.1	-3	1	0	-0.1	11	-1	1.3	13	-2
CCOC(=O)c1cccc(NC(=O)CCc2nnc3ccc(N4CCCCC4)nn23)c1	-1.1	1	+	-6	-0.1	-7	0	-1.9	21	11
CCn1c(CNc2ccc(Cl)cc2)nnc1SCc1ccc(C)cc1	i	5	-2	2	-0.7	5	1	0.0	-8	-1
Cc1ccc(C(=O)N2CCN(c3ccc([N+](=O)[O-])cc3)CC2)o1	-4.5	6	-8	-9	1.6	24	0	6.6	2	-2
Fc1cccc(C2NN=C(c3ccccc3)S2)c1 (configuration not stated)	8.3	-10	4	-3	1.7	-10	0	-1.5	6	8
COc1ccc(C(=O)NCC(C)(C)N2CCOCC2)cc1S(=O)(=O)N1CCCC1	-2.0	5	-1	-7	-3.1	nt	nt	0.3	4	-3
CC(NC(=O)NC(=O)c1ccc(Cl)cc1Cl)C1CC1 (configuration not stated)	-3.1	-8	0	-4	-1.3	13	-8	nt	18	-3
CC1CCCCN1C(=O)Cn1cnc2c1c(=O)n(C)c(=O)n2C (configuration not stated)	-0.3	-11	-2	-3	-0.4	14	-2	nt	-10	0
CCn1cc(CNC(=O)c2ccc(OC3CCN(Cc4ccccn4)CC3)cc2)cn1	-0.4	-4	2	0	3.7	27	-5	0.7	0	8
Cc1ccc(NC(=O)C2CCCN2C(=O)Oc2ccccc2)cc1C (configuration not stated)	i	-2	1	2	-1.5	-16	0	-0.6	2	4
O=C(O)Cn1cc2c(n1)CCCC2	-0.1	-3	4	-4	-1.1	17	-5	-1.1	5	-1
COc1c(C(=O)NCCSC(C)(C)C)ccc2ccccc12	-0.1	-14	0	-3	1.5	-6	-3	nt	1	-4

Of the compounds above, three contain a furan ring, fused or not:
SMILES	Vc quorum ag	SSB-PriA inh	FBA Mtb inh	Rv3671c protease	UGM FP inh	VHR inh abs	3CLpro inhibitor	BioA inh	MazF activator	GDH-TPI counter
COc1ccc(Sc2ccc(/C=C3\C(=O)NN(c4ccccc4)C3=O)o2)cc1	-0.3	-4	-7	5	-4.6	1	0	nt	5	16
Cc1ccc2oc(=O)c3cnn(CC(=O)N(CCN(C)C)Cc4ccco4)c3c2c1	-0.2	0	2	1	-3.2	11	-3	-0.2	7	-3
Cc1ccc(C(=O)N2CCN(c3ccc([N+](=O)[O-])cc3)CC2)o1	-4.5	6	-8	-9	1.6	24	0	6.6	2	-2
